UBC9 SUMO inh: blocks human SUMOylation mediated by UBC9; inhibition, % at 35 µM; P63279; hit rate 0.36% among 290,000; HTRF SUMOylation assay, SAE1/SAE2 + UBC9, in vitro; in the data active = inhibition above about 50%, passing the limit was not always enough; also: strong numbers were not always called active
Target sequence (P63279 whole entry, looked up): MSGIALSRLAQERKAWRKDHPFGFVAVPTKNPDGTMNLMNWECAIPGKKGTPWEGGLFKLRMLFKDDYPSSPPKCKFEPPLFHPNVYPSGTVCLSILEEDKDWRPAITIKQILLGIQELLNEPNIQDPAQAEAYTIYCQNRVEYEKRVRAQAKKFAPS
VIM-2 inhibitor: inhibitors of Pseudomonas aeruginosa VIM-2 metallo-beta-lactamase; purified VIM-2, nitrocefin hydrolysis, epi-absorbance fluorescence; AID 1527; hit rate 0.89% among 290,000; inhibition, % at 5.6 µM;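 active = inhibition above the mean of all tested compounds plus 3 SD, cutoff set per screening run, cut at about 7.5% in these data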;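 also: red hydrolysis product quenches plate fluorescence so inhibitors raise well fluorescence; 0% = enzyme with DMSO and 100% = DMSO without enzyme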
pCIP destab: compounds decreasing mouse p/CIP protein stability; F442A p/CIP-EGFP cells, EGFP fluorescence, 16 h; decrease of EGFP signal, % at 10 µM; hit rate 0.01% among 290,000;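 active = EGFP signal decrease of at least 30% at 10 µM or well 3 SD below plate mean, unless failing retest; inactive = the rest, including hits failing retest or dose response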; also: some compounds called inactive have numbers as strong as hits; many of its hits are not listed in these tables
PHOSPHO1 inh: blocks human PHOSPHO1 phosphatase activity. Q8TCT1. AID 1565. hit rate 1.1% among 290,000. inhibition, % at 13.3 µM. recombinant PHOSPHO1, absorbance phosphatase assay; in the data active = inhibition above about 60%
Target sequence (Q8TCT1 whole entry, looked up): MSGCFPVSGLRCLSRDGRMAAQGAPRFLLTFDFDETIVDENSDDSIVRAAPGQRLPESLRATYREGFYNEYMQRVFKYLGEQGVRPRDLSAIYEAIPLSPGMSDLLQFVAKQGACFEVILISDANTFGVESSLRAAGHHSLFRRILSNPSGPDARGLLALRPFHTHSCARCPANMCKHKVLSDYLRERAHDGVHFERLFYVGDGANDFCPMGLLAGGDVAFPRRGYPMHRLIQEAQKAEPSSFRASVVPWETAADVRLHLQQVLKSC
FID counter: fluorescent intercalator displacement, NS3 helicase counter-screen. DNA fluorescent intercalator displacement, fluorescence. AID 1845. inhibition, % at 7.9 µM. hit rate 0.17% among 290,000; in the data active = inhibition above about 37%;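 also: 0% = vehicle and 100% = reference compound; higher means more ethidium bromide displaced from hairpin DNA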
MEKK3 PB1 HTS: modulators (inhibitors or enhancers) of MEK5 binding to human MEKK3 PB1 domain; Q99759; bead-based flow cytometry, Alexa488-MEK5 binding to MEKK3; actives lie on both sides; 0 = blocked by unlabeled MEK5, 100 = vehicle; binding response (% of control), % at 10 µM; hit rate 1.4% among 290,000; AID 1529;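 active = binding response more than 3 SD above or below the average of its plate-row segment, actives on both sides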;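 also: Alexa488 bead fluorescence after subtracting the streptavidin-only scavenger bead signal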
Target sequence (Q99759 whole entry, looked up, the tested form may be a part): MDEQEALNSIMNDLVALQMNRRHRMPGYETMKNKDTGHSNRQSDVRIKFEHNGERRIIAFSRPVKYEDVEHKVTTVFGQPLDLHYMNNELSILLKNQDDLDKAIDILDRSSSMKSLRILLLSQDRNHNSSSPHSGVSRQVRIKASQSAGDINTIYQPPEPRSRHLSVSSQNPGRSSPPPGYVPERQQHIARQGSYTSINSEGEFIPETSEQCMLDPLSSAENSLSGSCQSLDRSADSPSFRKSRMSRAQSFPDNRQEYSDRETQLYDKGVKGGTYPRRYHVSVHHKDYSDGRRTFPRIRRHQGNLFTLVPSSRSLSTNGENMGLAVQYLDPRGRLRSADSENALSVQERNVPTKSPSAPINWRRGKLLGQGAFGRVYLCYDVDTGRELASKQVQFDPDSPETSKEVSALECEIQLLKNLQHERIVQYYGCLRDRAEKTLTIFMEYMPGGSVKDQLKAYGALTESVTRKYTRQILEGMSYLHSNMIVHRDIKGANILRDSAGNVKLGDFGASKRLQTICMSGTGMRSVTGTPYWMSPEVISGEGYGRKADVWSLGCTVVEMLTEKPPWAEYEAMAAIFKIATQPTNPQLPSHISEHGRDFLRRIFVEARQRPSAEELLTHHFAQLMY
IDE cell activ: boosts human insulin-degrading enzyme activity in HEK cells | P14735 | FAbeta-B cleavage, fluorescence polarization; 0% vehicle, 100% cell-free pure enzyme wells | activation, % at 5.96 µM | hit rate 0.073% among 340,000 | AID 493087;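 active = activation above the mean of all tested compounds plus 3 SD, set per screening campaign, cut at about 17% in these data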
IMP-1 inhibitor: blocks Pseudomonas aeruginosa IMP-1 metallo-beta-lactamase; purified IMP-1, nitrocefin hydrolysis, epi-absorbance fluorescence; inhibition, % at 5.6 µM; hit rate 0.45% among 290,000;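 active = inhibition above the mean plus 3 SD of all compounds in the same screening run, cut at about 4.5% in these data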;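 also: 0% = IMP-1 with DMSO and 100% = DMSO wells lacking enzyme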
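System: purified IMP-1 / Input: IMP-1 dispensed at 0.2 nM / Medium: 50 mM HEPES pH 7.1, 50 µM ZnSO4, 0.05% Brij 35 / Timing: 15 min enzyme–compound preincubation, then 25 min nitrocefin reaction, 25 °C / Technique: plate fluorescence quenching by hydrolysis product, ex 480/em 530 nm / Repeats: singlicate testing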
NS3 helicase inh: blocks Hepatitis C virus NS3 helicase unwinding | NS3 helicase DNA unwinding, Cy5 molecular beacon fluorescence | inhibition, % at 10.9 µM | hit rate 0.56% among 290,000 | AID 1800;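 active = inhibition above the mean of all tested compounds plus 3 SD, set per campaign, cut at about 35% in these data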;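 also: 0% = DMSO wells and 100% = thioflavine S control wells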
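Material: hepatitis C virus NS3 helicase domain fragment enzyme; measured by: Cy5 fluorescence, 0 and 60 min reads; control set: DMSO and thioflavine S; incubation: 60 min unwinding reaction at 25 °C after ATP addition; read-out basis: % inhibition from 60/0 min fluorescence ratio, DMSO 0%, thioflavine S 100%; repeats: singlicate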
An asterisk follows results filed as active; / = not tested or not shown; & = joins results of further samples. Only part of the results is shown; count on the stated rates, not on these rows.

SMILES	UBC9 SUMO inh	VIM-2 inhibitor	pCIP destab	PHOSPHO1 inh	FID counter	MEKK3 PB1 HTS	IDE cell activ	IMP-1 inhibitor	NS3 helicase inh
O=C(O)c1cc(-c2ccc3ccccc3n2)nc2ccccc12	-12	-3.8	-1	9	-32	105	0	-6.3	20
CN(Cc1cccs1)C(=O)/C=C/c1ccccc1[N+](=O)[O-]	0	-0.6	-1	20	-2	110	3	-3.4	61*
COc1ccc2c(c1OC)C(=O)N(c1ccc(C)c(C)c1)C2=O	12	1.1	-14	-42	-2	94	1	0.1	4
COc1ccc(CCN2CCCn3c2nc2c3c(=O)n(C)c(=O)n2C)cc1OC	-8	-2.7	11	45	-25	100	4	-1.8	-1
CC1(C)CC(=O)C2=C(C1)OC(N)=C(C#N)C2c1cn(-c2ccccc2)nc1-c1ccc(F)cc1 (stereo not given)	-8	-3.0	1	3	-7	97	3	-4.4	12
O=C(O)C(Cc1c[nH]c2ccccc12)N1C(=O)C2C3c4ccccc4C(c4ccccc43)C2C1=O (stereo not given)	30	-0.8	3	41	-13	123	0	-3.0	21
CC(=O)N1CCCc2cc(S(=O)(=O)N3CCN(C4CCCCC4)CC3)ccc21	3	-0.9	-2	0	1	109	5	-0.4	13
Cn1ccnc1C(=O)C1CCCN(Cc2cn[nH]c2-c2ccc(-c3ccccc3)cc2)C1 (stereo not given)	1	-3.1	-10	28	11	116	-1	-2.7	-25
Cn1ccnc1Sc1ccc(/C=N/NC(=O)c2ccccc2[N+](=O)[O-])cc1[N+](=O)[O-]	5	-3.7	-3	24	0	96	2	-2.8	-1
COc1ccc(Br)c2c1C(=O)CC2	20	0.0	8	-10	-4	109	1	-1.2	-3
CC(C)(C(=O)O)n1cncn1	20	-3.1	-1	28	4	104	9	-2.3	-1
Cc1nn(Cc2ccccc2Cl)c(C)c1C(=O)NC1=NCCS1	-3	-1.6	-10	-4	-15	102	4	0.6	2
COc1ccccc1N(C)S(=O)(=O)c1ccc(Cl)c(C(=O)OCc2c(C)noc2C)c1	-31	-2.3	-1	4	-30	104	1	-1.0	3
CC(C)Oc1ccc(OCCCN2CCCCCC2)cc1	12	-2.6	-11	25	7	97	2	-4.3	-6
CCOC(=O)N1CCN(C(=O)CN(c2cccc(C(F)(F)F)c2)S(=O)(=O)c2ccccc2)CC1	14	-6.0	-7	11	-35	108	6	-2.1	-2
CCC(=O)NCc1c(C)c(C)n(Cc2ccccc2)c1-n1cccc1	7	0.4	-2	28	-1	100	-1	-0.4	-5
Cc1cc(C)cc(NC(=S)N2C3CCCC2CC(NC(=O)C2CC2)C3)c1 (stereo not given)	20	0.5	-3	23	-14	98	5	-1.1	-8
O=C(C1CC1)N1CCN(C(c2ccccc2)c2ccccc2)CC1	26	-4.7	-11	12	-23	113	3	-2.6	-1
COc1cc2c(cc1OC)C(C)N(C(C)=O)CC2 (stereo not given)	-6	-1.6	-31	-4	2	113	3	-2.4	5
CCSc1nc(O)cc(=O)[nH]1	21	0.1	3	44	-10	111	1	-1.8	-3
COc1ccc(C(CNC(=O)C2CC2)N(C)C)cc1 (stereo not given)	1	-3.0	-10	10	-3	100	4	-3.8	3
COc1ccc(Cl)cc1N1C(=O)CN(Cc2cc(OC)c(OC)c(OC)c2)C1=S	4	-0.5	-19	-64	-42	90	-2	-0.9	-20
C[C@@]12CC(=O)NC1N(C(=O)c1ccccc1)C(c1ccccc1OC(=O)c1ccccc1)C2 (stereo not given in full)	10	-0.9	-23	15	-31	99	2	-2.3	-3
COc1ccc(CN2CCNC(=O)C2CC(=O)NCCCn2cccn2)cc1C (stereo not given)	-1	-3.6	7	26	-14	103	6	-0.7	-18
CC(C)Nc1nc2n(c(=O)n1)CCN2C(C)C	-8	-3.1	-3	21	-4	93	2	0.7	9

Three entries out of the list, sorted by heavy-atom count, high to low:
SMILES	UBC9 SUMO inh	VIM-2 inhibitor	pCIP destab	PHOSPHO1 inh	FID counter	MEKK3 PB1 HTS	IDE cell activ	IMP-1 inhibitor	NS3 helicase inh
CCC(=O)NCc1c(C)c(C)n(Cc2ccccc2)c1-n1cccc1	7	0.4	-2	28	-1	100	-1	-0.4	-5
CC(C)Nc1nc2n(c(=O)n1)CCN2C(C)C	-8	-3.1	-3	21	-4	93	2	0.7	9
CC(C)(C(=O)O)n1cncn1	20	-3.1	-1	28	4	104	9	-2.3	-1

The list continues.
SMILES	UBC9 SUMO inh	VIM-2 inhibitor	pCIP destab	PHOSPHO1 inh	FID counter	MEKK3 PB1 HTS	IDE cell activ	IMP-1 inhibitor	NS3 helicase inh
CCOC(=O)CCNC(=O)N1CCCC(C(=O)c2cc(C)c(OC)c(C)c2)C1 (stereo not given)	-12	-2.3	8	-18	-34	107	-1	-2.5	4
CCn1c(O)c(N=NC(=O)CNC(=O)/C=C/c2ccco2)c2ccccc21	16	-3.4	-12	-6	-12	96	3	-3.0	2
Cc1cc(Cl)c(S(=O)(=O)N2CCCC2)cc1OCC(N)=O	0	0.4	4	-1	-4	103	-1	-0.7	-2
Cc1cc(NC(=O)COc2nnc(-c3ccccc3)c3ccccc23)no1	18	-2.8	2	-3	-10	113	8	-2.3	1
COc1cc(=O)[nH]c(SC(C)C(=O)Nc2ccc3ccccc3c2)n1 (stereo not given)	11	-4.1	0	4	-12	100	3	-1.7	0
O=C(O)c1ccc(N(c2ccccc2)c2ccccc2)cc1	39	-4.3	-2	8	-32	105	1	-3.5	23
Cc1nn(Cc2ccccc2)c(C)c1C(=O)NCCN1C(=O)S/C(=C\c2ccc(F)cc2)C1=O	-1	-2.1	-1	8	0	98	4	-4.6	2
CCOC(=O)COc1ccc(Br)cc1C1NC(=O)NC(C)=C1C(=O)NCc1ccccc1 (stereo not given)	10	-3.6	-30	0	-27	97	3	-3.7	2
C=CCN1c2ccccc2[C@]23C[C@@H](C(=O)OC)N(C(=O)c4ccc(Br)cc4)C2=NC(C(=O)OC)=C(C(=O)OC)[C@H]13	-42	/	8	9	/	78	3	/	/
Nc1ncnc(Oc2cccc3cccnc23)c1[N+](=O)[O-]	12	-1.8	-14	37	-8	106	-3	-2.3	2
O=S(=O)(NCCc1ccc(Cl)cc1)c1cccc2cccnc12	4	-3.0	0	36	-19	101	5	-2.4	-1
O=C(NCc1ccccc1)C(c1ccncc1)N(C(=O)c1csnn1)c1cccc(F)c1 (stereo not given)	8	-3.1	5	44	-14	104	-2	-2.9	2
Nc1nc(N)nc(-c2ccccc2O)n1	14	-2.4	11	-1	1	101	4	-2.5	5
CCN1C(=O)[C@H]2[C@@H](c3ccc(Cl)cc3)N3C(=O)CN(CCOC)C(=O)[C@@]3(C)[C@H]2C1=O	1	-3.4	-6	21	-10	101	2	-4.8	-16
Cc1cccc(/C=N/NC(=O)Cc2cccs2)c1	3	-4.0	11	-5	-10	96	10	-3.0	-11
COc1ccc(N(CC(=O)NN=C2CCN(C)CC2)S(=O)(=O)c2ccc(NC(C)=O)cc2)cc1	-7	-4.7	-2	-4	-17	96	1	-3.8	-10
CC(C)OC(=O)CN1CCN(S(=O)(=O)c2cc(Cl)ccc2Cl)CC1	4	-0.2	1	12	-23	111	2	-0.2	4
O=C1CCc2ccc(OCCCCN3CCN(c4cccc(Cl)c4Cl)CC3)cc2N1	-20	2.4	-3	20	16	113&78	10	1.7	-71
Cc1cccc(S(=O)(=O)Nc2nc3ccccc3nc2Nc2cccc(C(=O)O)c2)c1	-5	-0.2	13	7	-24	104	11	-1.9	-11
Cc1ccc(COCCN2CCN(S(=O)(=O)c3ccccc3)CCC2=O)cc1	-1	/	-5	4	/	106	0	/	/
COC(=O)c1ccc(CSc2nnc3n(Cc4ccccc4OC)c(=O)c4ccccc4n23)o1	16	/	-12	73*	/	100	3	/	/
O=C(O)CCCN=CC1=C(O)CNC1=O	2	-1.1	-26	37	2	104	2	-2.3	-7
N#CC(C(=O)NC1CCCCC1)=C1CCCCC1	16	1.8	-8	-19	0	89	2	-2.2	-6
COc1cc(CN2CCCCCC2)cc(OC)c1OC	3	-1.9	4	30	6	104	0	0.2	4
O=S(=O)(NCC(c1cccnc1)N1CCc2ccccc2C1)c1ccccc1 (stereo not given)	17	0.9	-8	10	-14	99	5	-1.4	-12
Carrying on.
SMILES	UBC9 SUMO inh	VIM-2 inhibitor	pCIP destab	PHOSPHO1 inh	FID counter	MEKK3 PB1 HTS	IDE cell activ	IMP-1 inhibitor	NS3 helicase inh
CCOC(=O)c1c(C)c(C(=O)NCc2ccco2)c(C)n1Cc1ccccc1	12	-0.9	-1	7	-17	108	1	-0.7	21
COc1cc2c(cc1C1NC(=S)NC(C)=C1C(N)=O)CCCC2 (stereo not given)	5	0.2	0	-3	-6	98	-3	-1.2	0
CCc1ccc(C(=O)COC(=O)CNC(=O)Cc2ccccc2)cc1	3	-3.3	-11	26	-17	101	5	-2.6	2
CCC(C(=O)NCCc1c[nH]c2ccc(C)cc12)c1ccccc1 (stereo not given)	17	1.1	-4	42	-22	107	0	-1.8	-13
COc1ccc(C2CC(c3ccccc3)=NN2C(=O)COC(=O)C2CC2)cc1 (stereo not given)	-4	-3.0	-5	0	-24	91	-3	-4.5	-3
C=CCOc1ccc(C(=O)Nc2ncn[nH]2)cc1	0	-3.2	0	-11	-3	105	2	-4.8	-2
OC(Cn1cccn1)c1ccccc1 (stereo not given)	-11	-1.5	7	24	-1	109	4	-0.9	7
Cc1ccc(N2CC(C(=O)N3CCCCCC3)CC2=O)cc1 (stereo not given)	-6	-2.3	-59	-36	-21	101	-3	-1.8	-2
Cc1cc2c(c(=O)o1)C(C1C=CCCC1)C(C#N)=C(N)O2 (stereo not given)	-4	-3.2	-30	-9	-10	103	6	-3.5	-1
Cc1ccc2sc(N(CCCN(C)C)C(=O)c3ccc(S(=O)(=O)N(C)C)cc3)nc2c1C	22	-2.5	-3	-21	14	103	-5	-2.0	-46
CSCC[C@H](NC(=O)C(C)(C)Oc1ccc(Cl)cc1)c1nc2ccccc2[nH]1	2	-1.5	4	11	-5	114	1	-0.6	-7
CC(=O)c1ccc(OCCn2c(SCC(=O)O)nc3ccccc32)cc1	8	1.9	-6	24	-36	101	5	-2.9	-3
CN1CCN(c2nc3c(c(=O)n(C)c(=O)n3C)n2Cc2ccccc2F)CC1	8	1.1	-4	30	2	102	4	1.4	7
O=C(Nc1ccc(Cl)cc1)c1ccncc1	16	-3.2	-2	-7	-9	101	4	-2.2	3
COC(=O)CNS(=O)(=O)c1ccc(C)cc1	0	-4.1	7	-5	-3	104	-4	-4.0	-1
Cn1c(=O)c(=O)n(C)c2cc(N3CCCC3)c(NS(=O)(=O)c3ccc(F)cc3)cc21	19	-3.7	-11	20	3	101	-3	-3.1	-2
CCCCCCCCCCCCCCCC[n+]1cccc(C(=O)N(CC)CC)c1	-7	-2.1	-8	-5	16	76	11&8	-4.0	-50
Cc1ccc(-n2ncc3c(N4CCC(C(N)=O)CC4)ncnc32)c(C)c1	-3	-3.6	-5	4	-16	105	5	-4.9	1
